# Screening data from PubChem BioAssay.
# HCV inhibitor – HCV inhibition; Huh7.5.1 HCVcc-Cre infection, luciferase reporter, 44 h; Potency, µM (top dose mostly 41.8 µM), without a hit: top-dose activity change, negative = inhibition, actives largely listed as inhibitors; 340,000 compounds, 3.4% hits
#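 Whole-lifecycle infectious HCVcc-Cre system; cells 1,000/well, compound then virus (~0.5 moi) added 4 h after plating, 44 h culture. Luciferase read 15 sec following 15 min substrate incubation, room temp.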
# Tb PYK inh – T. brucei pyruvate kinase inhibition. AID 624173. Potency, µM (doses to about 76.8 µM), for inactives: at the top dose activity, negative = inhibition, usual class: inhibitors. 410,000 compounds, 0.12% hits. TbPYK enzyme, Kinase-Glo Plus ATP luminescence, 45 min; further: nearly all actives have a fitted effect of over 50% in size
#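 Screened from lowest to highest concentration, compounds were pinned into TbPYK/substrate mixtures, and ADP (130 uM final) was added. Plates sat at room temperature for 45 min prior to Kinase-Glo Plus detection by luminescence.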
# * = called active by the depositor; u = inconclusive; [ ] = dose if it differs, or a comment. The call rests on the fitted dose curve; in most records, active means well fitted curve in the direction sought with a large enough effect; inconclusive means small, poorly fitted or top-dose-only effect, or another doubt; inactive means no such curve, though single readings can be large; an effect the other way counts as inactive or inconclusive. On the % scale 0 is the no-effect control and ±100 the full control effect; potency means the concentration at half of the fitted maximal effect.
SMILES,HCV inhibitor,Tb PYK inh
COc1ccc(C(CNC(=O)c2ccc(C)c(S(=O)(=O)N3CCOCC3)c2)N2CCCC2)cc1 (stereo unspecified),-16.4%,1.7%
O=S(=O)(Nc1ccccc1Cl)c1ccc(-c2ccccn2)s1,5.2%,-1.2%
O=C(NCCc1ccccn1)c1c(-c2ccccc2)sc2ccccc12,1.8%,-0.9%
O=C1NC(=S)SC1=Cc1ccc(Cl)cc1,7.4%,4.0%
CCOC(=O)C[C@H]1c2ccccc2S(=O)(=O)N1c1ccccc1,11.1%,-8.6%
O=C(CNC(=O)c1ccc2c(c1)OCO2)NCc1cccs1,-0.1%,-3.2%
COc1ccccc1CNC(=O)C(Cc1ccccc1)NC(=O)c1ccccc1 (stereo unspecified),-14.1%,-2.4%
CCCN(CC(=O)Nc1ccccc1C)C(=O)c1ccc(N2CCCC(C)C2)c([N+](=O)[O-])c1 (stereo unspecified),-22.9%,-1.7%
Cc1ccc(C2=CN(Cc3ccccc3)CCC2=O)cc1,u,5.2%
CC(=O)Nc1ccc(S(=O)(=O)N[C@@H](C)C(=O)N2CCN(c3ccccn3)CC2)cc1,16.2%,3.9%
CC[C@]12c3[nH]c4cc(CCC(=O)N(C)C)ccc4c3CCN1C(=O)[C@@H](CC(=O)NCc1cccc(C(F)(F)F)c1)C[C@@H]2C(=O)N1CCN(C(=O)C2CC2)CC1,0.562µM*,-3.0%
OC1C2CCC(C2)C1CN1CCOCC1 (stereo unspecified),5.3%,0.3%
Clc1ccc(C(c2nnnn2C2CCCC2)N2CCN(c3nc4ccccc4s3)CC2)cc1 (stereo unspecified),5.5%,-7.0%
CCOC(=O)c1c(NC(C)=O)sc2c1CCC(C=NCCCN(CC)CC)=C2Sc1ccccc1,7.94µM*,-13.6%
Cc1noc(NS(=O)(=O)c2ccc(NC(=O)COc3ccc(C#N)cc3)cc2)c1C,-3.2%,-1.9%
O=C(O)c1ccc([N+](=O)[O-])c([N+](=O)[O-])c1,3.5%,3.6%
O=C(Nc1ccn(CCCNCc2ccccn2)c(=O)n1)OCc1ccccc1,u,-0.3%
C[C@@H]1CCC[C@]2(O[C@@H](CCO)C[C@@H](O)[C@@H]2O)O1,36.5%[activator],2.2%
COc1ccc(-c2ccc3n2Cc2cnnn2-c2ccccc2-3)cc1,-8.3%[8.37 µM],-7.5%
C[C@H](CO)N1C[C@H](C)[C@@H](CN(C)S(=O)(=O)c2cn(C)cn2)Oc2ccc(NC(=O)Nc3ccc4c(c3)OCO4)cc2C1=O,3.0%,-14.8%
Cc1ccc(CN2CCN(CCCn3cnc4c(OCc5ccccc5)ncnc43)CC2)cc1,u,0.0%
CCN(C(=O)CSc1nnc(COc2ccccc2F)n1N)c1c(N)n(Cc2ccccc2)c(=O)[nH]c1=O,16.2%,-3.7%
CN(C(=O)c1cccc(NC(=O)Cc2ccc(NC(=O)C3CCCN(C(=O)C4CCC4)C3)cc2)c1)C1CCC1 (stereo unspecified),u,-0.8%
Cc1ccccc1Cn1nnc2c1C(=O)c1ccccc1C2=O,u,7.1%
COc1ccc(C(=O)OCC(=O)N2C(C)CCCC2C)cc1S(=O)(=O)N1CCOCC1 (stereo unspecified),11.0%,2.1%
SMILES,HCV inhibitor,Tb PYK inh
CN(C)S(=O)(=O)c1ccc(SCC(=O)Nc2cccc(S(=O)(=O)N3CCCC3)c2)nc1,u,3.3%
CCCOc1ccc(C(=O)Nc2cc(S(=O)(=O)N3CCOCC3)ccc2N2CCN(CC)CC2)cc1OC,10.5%,-3.7%
C#CCOCCOCCOCCNc1nc(N2CCN(C(=O)C([C@@H](C)CC)n3cc(C(N)COC(=O)C(F)(F)F)nn3)CC2)nc(N2CCN(C(=O)[C@H](CCCCN)n3cc(C(N)CC(C)C)nn3)CC2)n1 (stereo partly specified),8.8%,5.5%
O=C(COC(=O)c1ccccc1F)NCc1ccc2c(c1)OCO2,-6.0%,0.0%
NCCCCCCNS(=O)(=O)c1cccc2c(Cl)cccc12,u,-6.4%
O=[N+]([O-])c1ccccc1Nc1cccc(F)c1,6.6%,-2.4%
C=C(CC[C@@H](O)C(C)(C)O)[C@H]1CC[C@]2(C)[C@@H]1CCC1[C@@]3(C)CC[C@H](O)C(C)(C)C3CC[C@]12C (stereo partly specified),3.6%,-5.8%
CC(C)NC(=O)N(C)C[C@H]1Oc2c(NS(=O)(=O)c3ccc(F)cc3)cccc2C(=O)N([C@H](C)CO)C[C@@H]1C,12.8%,-4.3%
CCOC(=O)C(C)N1CC(=O)N(c2ccccc2)C1=O (stereo unspecified),15.3%,0.2%
CN(Cc1cccc(Cl)c1Cl)C(=O)c1cc(S(=O)(=O)N2CCOCC2)ccc1F,-20.2%,-8.2%
COc1ccc(-c2c(-c3cc(OC)cc(OC)c3)n(C)c3ccc(-c4cnc(N)nc4)cc23)cc1,-14.4%,-5.2%
Cc1ccc(C)c(-n2c(Cc3cc(=O)[nH]c(=O)[nH]3)nnc2SCC(=O)NCc2ccco2)c1,21.3%,-20.6%
CCN(C(=O)CN1CCCc2cc(C)ccc21)c1c(N)n(Cc2ccccc2)c(=O)[nH]c1=O,-19.2%,-14.9%
CC(=O)C1(C)CCC2C3C=C(C)C4=CC(=O)CCC4(C)C3CCC21C (stereo unspecified),u,-4.6%
CN(CC1CCCN(CCc2ccc(Cl)cc2)C1)C(=O)c1ccco1 (stereo unspecified),u,-3.5%
CCC1(C2=CCCCC2)C(=O)NC(=O)N=C1N (stereo unspecified),2.3%,-4.4%
CCCn1c(N)c(C(=O)CSc2nnc(-c3cccs3)n2C2CC2)c(=O)[nH]c1=O,13.2%,-0.6%
CC(C)C[C@@H]1CN=C(N)N1C[C@@H]1CCCN1C[C@H](C)N1C[C@@H](Cc2ccccc2)N(CCCC2CCCC2)C1=N,-10.6%[8.37 µM],0.7%
C[C@H](CO)N1C[C@H](C)[C@@H](CN(C)C(=O)NC2CCCCC2)Oc2c(NC(=O)C3CC3)cccc2C1=O,40.0%[activator],0.2%
COc1ccc(NC(=O)c2ccc3c(c2)OCO3)cc1S(=O)(=O)N1CCOCC1,-14.8%,0.9%
O=C(CN1CCN(S(=O)(=O)c2ccc(F)c(Cl)c2)CC1)N1CCc2ccccc2C1,u,3.8%
C[C@H](CO)N1C[C@H](C)[C@@H](CN(C)Cc2ccc(C(=O)Nc3ccccc3N)cc2)Oc2c(NC(=O)C3CCCCC3)cccc2C1=O,u,-9.7%
CCCCC(=O)Nc1cc(OC)c(NC(=S)Nc2ccc(OC)cc2)cc1OC,u,3.4%
COc1ccc2c(C(=O)NCc3ccc4c(c3)OCO4)c(-c3ccc(S(C)(=O)=O)cc3)sc2c1,21.5%,1.8%
Cc1cccc(C)c1NC(=O)C1CC2CCC1C2 (stereo unspecified),13.5%,0.8%
SMILES,HCV inhibitor,Tb PYK inh
CCN1C(=O)[C@H]2[C@H]3CN=C(SCc4ccc(C#N)cc4)N3[C@@](CC)(C(=O)OC)[C@H]2C1=O,-7.7%[8.37 µM],0.9%
C(CCc1nn[nH]n1)CCC1CCCCC1,4.4%,21.8%
CCc1nc2ccccc2c(=O)n1/N=C/c1ccc(OC)cc1,-10.2%,5.3%
CCC(C)c1nc2c(c(N3CCC3=O)c1-c1ccccc1)CCCC2 (stereo unspecified),-9.4%,0.7%
C[C@H](CO)N1C[C@H](C)[C@@H](CN(C)C(=O)NC2CCCCC2)Oc2c(NC(=O)Nc3ccccc3)cccc2C1=O,u,5.1%
CC1CCN(c2nc3c(c(=O)[nH]c(=O)n3C)n2CCSc2ncccn2)CC1,3.8%,-0.3%
CN(CC(=O)Nc1ccc(Cl)c(Cl)c1)C(=O)C1CCC1,u,-4.3%
CN(C)C(N)=NCCC[C@H](N)C(=O)O,u,1.9%
Cn1c(=O)c2c(nc(CCC3CCCC3)n2C)n(C)c1=O,15.4%,-0.1%
Cc1ccc(S(=O)(=O)CCC(=O)OCC(=O)N(C)c2ccccc2)cc1,9.5%,-0.4%
O=C(Cc1cccc(NC(=O)C2CCCN(C(=O)CCc3ccccc3)C2)c1)Nc1cccc(C(=O)N2CCOCC2)c1 (stereo unspecified),u,-4.5%
C=CC[C@H](CC(=O)N(CCO)Cc1ccccc1)C(=O)N[C@H](COC(=O)[C@@H](CC=C)CC(=O)OC(C)(C)C)Cc1c[nH]c2ccccc12,u,0.6%
O=C(NCCCNC(=O)c1c(Cl)cccc1Cl)c1c(Cl)cccc1Cl,10.5%,0.7%
COc1ccc(C(=O)Nc2ccc(Cl)c(S(=O)(=O)N3CCOCC3)c2)cc1,8.91µM*,-1.0%
Nc1nc(Cl)nc2c1ncn2C1OCC(O)C(O)C1O (stereo unspecified),6.3%,1.6%
CC(SC(C)C(=O)NN=Cc1cccc(F)c1)C(=O)NN=Cc1cccc(F)c1 (stereo unspecified),8.5%,12.3%
Cc1occc1C(=O)Nc1cccc(/C=C/C(=O)O)c1,1.4%,-16.6%
O=S1(=O)c2ccc(Br)cc2N2CCC[C@@H]2CN1Cc1ccccc1,u,-3.9%
CN(C(=O)c1cccc(NC(=O)Cc2ccc(NC(=O)C3CCCN(C(=O)CCc4ccccc4)C3)cc2)c1)C1CCCC1 (stereo unspecified),u,0.2%
CCCN(CC(=O)Nc1cc(C)on1)CC(=O)Nc1ccc(F)c(F)c1F,u,9.6%
Cc1ccc(S(=O)(=O)N2CCN(C(=O)CN3C(=O)NC(C)(c4ccc5ccccc5c4)C3=O)CC2)cc1 (stereo unspecified),u,-2.9%
CC1=CC(c2ccccc2)n2ncnc2N1 (stereo unspecified),14.4%,-3.5%
Cc1cc(NC(=O)COc2ccc3ccccc3c2Br)no1,u,0.0%
CCOC(=O)C1=C(C)N=c2sc(=C(C)C)c(=O)n2C1c1ccc(N(C)C)cc1 (stereo unspecified),u,-2.9%
CCOC(=O)c1c(NC(=O)COC(=O)CCNS(=O)(=O)c2ccccc2)sc(C(=O)NC)c1C,-18.6%,-21.5%

# 3 entries already listed, sorted by heavy-atom count, highest first:
SMILES,HCV inhibitor,Tb PYK inh
Cc1ccc(S(=O)(=O)N2CCN(C(=O)CN3C(=O)NC(C)(c4ccc5ccccc5c4)C3=O)CC2)cc1 (stereo unspecified),u,-2.9%
COc1ccc(C(=O)Nc2ccc(Cl)c(S(=O)(=O)N3CCOCC3)c2)cc1,8.91µM*,-1.0%
CN(CC(=O)Nc1ccc(Cl)c(Cl)c1)C(=O)C1CCC1,u,-4.3%

# Next records.
SMILES,HCV inhibitor,Tb PYK inh
COc1ccc2oc(C(=O)NC(C)c3ccccn3)c(C)c2c1 (stereo unspecified),-2.2%,-2.3%
COc1cc2c(cc1OC)C1[C@H]3C(=CC[C@H]1OC2O)CCN3C (stereo partly specified),10.2%,2.9%
C[C@]12c3[nH]c4cc(-c5ccco5)ccc4c3CCN1C(=O)[C@@H](CC(=O)NCc1cccc(C(F)(F)F)c1)C[C@@H]2C(=O)N1CCOCC1,u,-1.8%
COc1ccc(OC)c(NC(=O)CSc2nc(O)cc(=O)n2CC(C)C)c1,-20.6%,-5.2%
CC1([N+](=O)[O-])COP(=O)(NCc2cccnc2)OC1 (stereo unspecified),8.7%,0.1%
Cc1noc(C)c1NC(=O)N(C)C[C@H]1Oc2ccc(NC(=O)Cc3ccccc3)cc2C(=O)N([C@H](C)CO)C[C@@H]1C,u,-0.8%
Cc1cc(C)c2c(ccc3ccccc32)n1,u,-2.7%
O=c1c(O)c(-c2ccc(O)c(O)c2)oc2cc(O)ccc12,4.8%,-19.8%
CN(C(=O)c1ccc(NC(=O)Cc2ccc(NC(=O)C3CCN(C(=O)CCc4ccccc4)CC3)cc2)cc1)C1CCCC1,2.3%,5.3%
COC(=O)CCN(Cc1cc(OC)ccc1OC)S(=O)(=O)c1ccccc1Br,-28.6%,7.0%
CCOC(=O)CC[C@H](NC(=O)Cn1cnc2c(SC)nc(N)nc21)C(=O)OCC,-2.7%,0.3%
CN(Cc1ccc(F)cc1)C(=O)CN1C(=O)c2ccccc2S1(=O)=O,u,-4.2%
COc1ccccc1N(C)S(=O)(=O)c1ccc(C(=O)Nc2cc(F)ccc2C)cc1,6.31µM*,17.7%
O=C(OCCSCCOC(=O)C1CC=CCC1)C1CC=CCC1 (stereo unspecified),23.6%,-5.8%
NC(CSC(c1ccccc1)(c1ccccc1)c1cccc2ccccc12)C(=O)O (stereo unspecified),19.1%,-20.4%
CC(C)=CCc1cc(-c2oc3cc(O)cc(O)c3c(=O)c2O)ccc1O,u,1.8%
NS(=O)(=O)c1cccc(NC(=O)CSc2nnc3n2CCCCC3)c1,4.5%,3.1%
O=C(COC(=O)/C=C/c1cccc(F)c1)NC(=O)NCc1ccccc1,-5.9%,-4.7%
CCN(C[C@H]1N[C@@](C)(C(=O)OC)[C@H]2C(=O)N(Cc3ccccc3)C(=O)[C@@H]12)C(=O)NC(C)C,16.6%,2.5%
COc1ccc(CNC(=S)Nc2cccc(Cl)c2)cc1,-14.8%,-2.4%
CC[C@]1(C(=O)OC)[C@H]2C(=O)N(C)C(=O)[C@H]2[C@H]2CN=C(SCc3ccc(OC)cc3)N21,35.5%[activator],-8.2%
COCCN(C(=O)COC(=O)CCCc1c[nH]c2ccccc12)c1c(N)n(Cc2ccccc2)c(=O)[nH]c1=O,-4.7%,-5.1%

# Record cards, as listed above. Screens in order: HCV inhibitor | Tb PYK inh
# Entry for `NC(CSC(c1ccccc1)(c1ccccc1)c1cccc2ccccc12)C(=O)O` (stereo unspecified) → 19.1% | -20.4%
# Entry for `CC1([N+](=O)[O-])COP(=O)(NCc2cccnc2)OC1` (stereo unspecified) → 8.7% | 0.1%

# Not all compounds are listed. The share of hits here may be higher or lower than overall.
